# Apaf1 inhib – human Apaf-1 inhibition; O14727; reconstituted apoptosome caspase-3 activity, DEVD-Rh110 fluorescence; inhibition, % at 20 µM; 330,000 tested, 0.71% active; active = inhibition of at least 40% at 20 µM;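 also: plate controls were DMSO wells for no effect and DEVD-CHO caspase inhibitor wells for full effect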
#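 Assay system – apoptosome proteins · Medium – Hepes buffer, pH 7.5 · Also added – cytochrome c with DEVD-Rh110 · Timing – 30 min compound preincubation, 50 min activation, room temperature · Detection – Rh110 fluorescence, excitation 480 nm, emission 540 nm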
# SENP8 inh – SENP8 protease inhibition; inhibition, % at 10 µM; Q96LD8; purified SENP8, Z-RLRGG-aminoluciferin cleavage, luminescence; 330,000 tested, 1.2% active; AID 2540
# Target sequence (Q96LD8 whole entry, looked up): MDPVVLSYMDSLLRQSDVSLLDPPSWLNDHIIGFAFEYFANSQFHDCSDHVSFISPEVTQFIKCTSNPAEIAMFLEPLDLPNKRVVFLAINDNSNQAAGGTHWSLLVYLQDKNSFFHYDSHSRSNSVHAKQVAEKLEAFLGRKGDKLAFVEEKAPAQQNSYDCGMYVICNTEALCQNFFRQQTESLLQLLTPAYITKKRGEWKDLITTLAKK
# CCR6 antagonist – antagonists of human CCR6 receptor | CHO-K1 CCR6 PathHunter beta-arrestin, luminescence, CCL20-stimulated | inhibition, % at 20 µM | 340,000 tested, 0.49% active | AID 493098;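 active = compounds whose inhibition of the agonist-driven luminescence signal at 20 µM reaches about 50%, limit read from the data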;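 also: cells stimulated with CCL20 at 14 nM final; plate controls were DMSO with CCL20 for no effect and DMSO without agonist for full effect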
# Target sequence (P51684 whole entry, looked up): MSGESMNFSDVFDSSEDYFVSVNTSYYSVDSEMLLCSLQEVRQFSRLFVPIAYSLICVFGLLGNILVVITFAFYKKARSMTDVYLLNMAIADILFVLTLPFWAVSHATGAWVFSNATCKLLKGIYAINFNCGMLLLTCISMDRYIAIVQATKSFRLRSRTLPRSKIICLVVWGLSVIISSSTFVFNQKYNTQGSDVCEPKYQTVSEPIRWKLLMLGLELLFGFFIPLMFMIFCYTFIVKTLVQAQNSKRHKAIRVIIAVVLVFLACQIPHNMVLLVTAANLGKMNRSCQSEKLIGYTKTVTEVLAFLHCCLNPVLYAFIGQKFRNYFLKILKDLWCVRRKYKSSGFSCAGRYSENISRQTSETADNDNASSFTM
# EBI2 antag – antagonists of human EBI2 receptor; inhibition, % at 5 µM; P32249; 360,000 tested, 0.81% active; EBI2 beta-arrestin recruitment, luminescence, 7a,25-OHC stimulated; in the data active = inhibition above about 38%;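 also: enzyme fragment complementation signal reports receptor beta-arrestin coupling in cells; 0% = agonist plus DMSO wells and 100% = wells without agonist; some results beyond the cut were filed as inactive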
# Target sequence (P32249 whole entry, looked up, the tested form may be a part): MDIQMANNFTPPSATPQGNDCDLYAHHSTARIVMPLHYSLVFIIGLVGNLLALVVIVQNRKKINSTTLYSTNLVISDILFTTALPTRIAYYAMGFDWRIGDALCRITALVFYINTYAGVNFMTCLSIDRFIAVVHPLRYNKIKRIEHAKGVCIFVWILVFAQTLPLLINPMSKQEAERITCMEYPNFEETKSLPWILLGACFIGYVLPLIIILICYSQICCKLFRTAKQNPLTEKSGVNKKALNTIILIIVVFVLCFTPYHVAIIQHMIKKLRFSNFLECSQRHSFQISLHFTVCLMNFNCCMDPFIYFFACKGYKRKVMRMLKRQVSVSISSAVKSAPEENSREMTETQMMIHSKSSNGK
# Gli-Sufu antag – Gli-Sufu pathway antagonism; Sufu-KO-LIGHT fibroblasts, Gli luciferase reporter luminescence; inhibition, % at 5 µM; 340,000 tested, 0.74% active; AID 588413;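 active = inhibition above about 55%, limit read from the data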;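 also: 0% = DMSO-treated cells and 100% = wells with medium but no cells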
# 697 NFkB inh – lowers PMA/ionomycin-induced NF-kB signal in 697 B cells. 697 B-cell NF-kB luciferase reporter, 16 h. inhibition, % at 4 µM. 330,000 tested, 0.33% active; in the data active = inhibition above about 35%
# UBC13 polyUb – human UBC13 polyubiquitination inhibition; P61088; inhibition, % at 20 µM; UBC13 polyubiquitin chain formation, TR-FRET; 330,000 tested, 0.47% active; AID 485273; in the data active = inhibition above about 45%, passing the limit was not always enough
# Target sequence (P61088 whole entry, looked up): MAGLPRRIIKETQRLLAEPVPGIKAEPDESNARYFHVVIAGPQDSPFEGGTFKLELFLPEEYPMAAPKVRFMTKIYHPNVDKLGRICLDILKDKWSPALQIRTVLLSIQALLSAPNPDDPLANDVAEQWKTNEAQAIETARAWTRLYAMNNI
# Jurkat NFkB inh – lowers PMA/ionomycin-induced NF-kB signal in Jurkat cells. 330,000 tested, 0.53% active. PMA/ionomycin-induced NF-kB luciferase reporter, luminescence. AID 435003. inhibition, % at 4 µM
# Starred values were filed as active, the others as inactive; x = no result given. Rule as the data show it, unless noted: active = inhibition above about 50%; inactive = the rest. Some of the compounds tested; count on the stated rates, not on these rows.
# The line under a structure holds: SENP8 inh	Gli-Sufu antag	Jurkat NFkB inh	EBI2 antag	UBC13 polyUb	Apaf1 inhib	CCR6 antagonist	697 NFkB inh
(1) Cc1ccc(S(=O)(=O)N2CCC(C(=O)NCCCN3CCCCCC3)CC2)cc1
    6.2	3.6	-0.1	-14.7	2.9	14.4	12.2	15.7
(2) COc1ccc(S(=O)(=O)N(CCc2ccccc2)CC(=O)N/N=C/c2ccc3c(c2)OCO3)cc1
    0.0	-1.1	2.5	8.3	-3.2	14.6	-10.2	17.4
(3) COc1ccc(-c2[nH]n(-c3ccc([N+](=O)[O-])cc3)c(=O)c2C=NCc2ccc(F)cc2)cc1
    -4.6	12.1	2.4	14.1	4.6	-3.4	8.2	8.4
(4) Cc1ccc(-n2nc3c(=O)n(CCCC(=O)NCc4ccccc4C)nc(C)c3c2C)cc1
    3.6	-0.6	19.3	5.7	-13.1	8.0	25.9	-10.3
(5) CCN(C(=O)CSc1ncn[nH]1)c1c(N)n(Cc2ccccc2)c(=O)[nH]c1=O
    -1.5	-10.4	4.8	-2.6	7.8	3.8	2.6	-1.2
(6) CNc1nc(C23CC4CC(CC(C4)C2)C3)cs1
    -3.6	0.5	-0.3	15.7	8.7	12.7	9.3	-10.0
(7) CC(C(=O)Nc1ccccn1)N1C(=O)C2C3C=CC(C3)C2C1=O (centres undefined)
    3.5	3.8	-2.2	-0.3	0.7	-5.2	10.7	20.5
(8) CC(C)CNC(=O)c1ccccc1N(Cc1ccccc1)S(C)(=O)=O
    -1.9	-2.6	-1.7	-4.2	4.2	-17.8	-0.5	7.7
(9) Cc1cccc(C)c1OCc1nc2ccccc2[nH]1
    2.6	-8.6	-4.2	-4.6	0.3	15.1	8.5	2.8
(10) Cc1nonc1C1CCCN1Cc1cn[nH]c1-c1ccc(-c2ccccc2)cc1 (centres undefined)
    3.3	-12.9	-12.8	5.7	7.5	0.1	-4.4	-14.4
(11) CCc1cccc(C)c1NC(=O)CCCC(=O)O
    -9.6	-2.1	0.8	-6.0	6.7	-11.0	-5.4	-3.5
(12) Cc1ccc(-c2nnc(SCC(=O)NC3CCCC3)n2C)cc1
    2.8	1.5	11.1	4.3	8.3	3.1	13.0	2.8
(13) COC(=O)c1ccccc1NC(=O)C1CCN(c2ncnc3c2nc2n3CCCCC2)CC1
    1.9	0.7	5.7	-10.8	10.7	15.6	21.0	-1.9
(14) S=C(N/N=C/c1ccccc1Cl)Nc1ccccc1
    4.5	-29.4	-3.3	43.1*	6.4	7.3	32.0	-5.3
(15) CC(C)=NNc1nc(-c2ccccc2)cs1
    7.8	-21.7	6.3	-0.6	0.2	-5.7	11.4	5.8
(16) Cc1c(OCC(=O)NCc2cccnc2)ccc2c3c(c(=O)oc12)CCCC3
    -2.5	2.1	11.8	-2.3	4.8	12.2	-1.4	15.3
(17) C=CCOc1c(/C=N\NC(N)=O)cccc1OC
    -2.8	2.5	10.8	2.0	3.2	-17.2	-2.8	11.9
(18) Cc1nc2ccc(S(=O)(=O)NCC(=O)N3CCCC(C)C3)cc2s1 (centres undefined)
    9.5	7.4	17.0	-1.8	7.3	-7.3	2.6	24.5
(19) N#C/C(=C\c1ccc(-c2cccc(C(F)(F)F)c2)o1)C(=O)Nn1cnnc1
    -2.5	-4.6	0.8	-13.9	-0.9	9.3	-30.5	17.5
(20) O=C(O)c1cc(/C=C/c2ccc(N3CCOCC3)cc2)nc2ccccc12
    70.0*	-29.6	-19.8	-4.0	-15.0	-0.3	-4.0	-55.8
(21) CCOC(=O)C1=C(COC(=O)CNC(=O)c2ccccc2F)NC(=O)NC1C (centres undefined)
    -14.1	-0.9	-7.4	-9.5	1.9	4.3	2.3	-1.9
(22) CSc1ncccc1C(=O)OCc1c(F)cccc1Cl
    4.8	-7.0	3.1	4.8	-3.2	12.2	31.3	-8.0
(23) CC1CCN(S(=O)(=O)c2cccc(S(=O)(=O)N3CCOCC3)c2)CC1
    6.6	4.1	0.8	-5.7	4.0	1.8	-5.4	19.1
(24) CC(C)(C)c1ccc(OCC(O)CS(=O)(=O)c2ccccn2)cc1 (centres undefined)
    -4.1	-8.1	-23.8	9.1	2.3	-10.9	-2.7	-23.2
(25) C=CCn1c(-c2cccn(Cc3ccc(Cl)cc3Cl)c2=O)n[nH]c1=S
    -3.6	11.2	-17.5	-0.2	-13.2	3.6	18.5	-28.7
(26) O=C(NCc1ccccc1)c1ccco1
    -4.8	23.9	4.6	-6.5	12.6	-2.6	-6.8	2.6
(27) Nc1ccc(C(=O)c2cccs2)cc1[N+](=O)[O-]
    -9.6	-15.4	-17.7	-5.9	-11.3	11.5	14.4	-5.0
(28) CC(=O)Nc1sc2c(c1C#N)CCCCC2
    -4.4	-17.1	-17.4	9.5	9.2	-4.2	-9.6	-6.7
(29) CCOC(=O)Cn1nnnc1CN1CCN(c2ccc(OC)cc2)CC1
    -2.7	3.1	-28.6	-4.4	-12.0	-1.8	-4.0	8.4
(30) CC(C(=O)NCCS(=O)(=O)c1ccc(Cl)cc1)S(=O)(=O)c1ccccc1 (centres undefined)
    1.6	-1.6	-7.3	-6.8	8.7	-9.7	-6.4	-0.5
(31) CC(C)[C@H](NC(=O)c1ccc(Cl)cc1Cl)C(=O)NNC(=O)c1ccco1
    11.5	-21.0	3.9	0.4	12.3	2.2	5.8	4.0
(32) O=C(NCc1ccc(Cl)cc1)c1ccc2ccccc2n1
    -1.7	-44.2	-20.3	-5.5	5.5	10.4	11.1	-7.0
(33) OC(CCc1ccncc1)c1ccccc1 (centres undefined)
    3.9	1.3	-1.2	-12.0	8.7	10.3	-1.6	14.8
(34) CC(C)c1ccc(N2CCN(C(=O)c3ccccc3NC(=O)/C=C\C(=O)O)CC2)cc1
    9.0	8.9	5.3	-21.0	-3.0	12.3	-12.2	7.4
(35) COc1cccc(-n2c(SCC(N)=O)nnc2-c2c[nH]c3ccccc23)c1
    3.8	-2.6	-1.7	-6.0	8.7	7.3	5.6	-1.1
(36) O=C(C1=C[C@@H]2[C@H]3C(=O)N(c4ccccc4)C(=O)[C@H]3[C@@H](C(=O)c3ccc(Cl)cc3)N2C=C1)c1ccccc1
    3.6	x	-0.7	x	-18.2	5.2	x	-5.7
(37) CC12CCC(C(=O)N3CCN(Cc4ccccc4)CC3)(OC1=O)C2(C)C (centres undefined)
    0.0	-2.3	-5.1	-6.3	5.1	-10.0	4.8	-0.2
(38) O=C(Cc1ccc([N+](=O)[O-])cc1)Nc1ccon1
    -9.0	6.2	-1.5	4.1	3.7	0.4	7.1	3.1
(39) CC(C)Cc1nnc(NC(=O)CN2C(=O)c3ccccc3C2=O)s1
    6.8	-3.8	0.4	6.5	1.5	1.3	8.4	2.7
(40) COc1ccc(CC(=O)Nc2ccc(NC(=O)c3ccccc3F)cc2)cc1
    -3.1	-11.8	-4.5	-3.2	-24.9	9.4	-11.7	-19.3
(41) COC(=O)c1c(NC(=O)C2COc3ccccc3O2)sc2c1CCN(C(C)=O)C2 (centres undefined)
    6.5	14.1	5.3	15.2	4.7	12.3	-0.7	20.7
(42) O=C(Nc1ccc(F)cc1)Nc1nnc(-c2ccncc2)s1
    14.2	26.2	-4.8	-7.6	-7.7	2.3	-20.1	-53.2
(43) COCc1cc(C)nc(NCCc2ccccc2)c1C#N
    -0.3	2.5	10.8	2.1	10.1	-6.1	11.8	23.2
(44) O=C(COC(=O)c1ccc(Sc2ccccc2)c([N+](=O)[O-])c1)NC1CCS(=O)(=O)C1 (centres undefined)
    -8.3	2.6	-0.7	1.4	2.9	16.5	5.2	-16.2
(45) CCNC(=S)N/N=C(\C)c1ccco1
    -7.7	-2.9	-6.4	-3.9	-7.7	6.2	1.0	-6.1
(46) CSCCC(C(=O)OCC(=O)c1ccc(C)c(C)c1)N1C(=O)c2cc(Cl)c(Cl)cc2C1=O (centres undefined)
    5.5	1.4	10.1	16.4	0.6	5.6	13.9	-4.2
(47) Cc1cc(Cl)c2oc(C(=O)N3CCN(C(=O)c4ccco4)CC3)c(C)c2c1
    -0.5	-9.5	-41.8	44.4*	3.4	23.7	7.8	-100.7
(48) CN(C)C(CNC(=O)c1cccc(C(F)(F)F)c1)c1ccco1 (centres undefined)
    2.8	-5.7	-4.5	3.2	-0.6	-0.5	14.1	2.6
(49) N=c1ccn(CC(=O)NC(N)=O)c2ccccc12
    5.9	-3.9	1.5	4.3	-2.4	-8.9	-9.5	14.4
(50) O=[N+]([O-])c1ccccc1N/N=C/c1ccccc1
    61.1*	-58.2	-129.2	-0.1	-24.5	-0.3	27.2	-156.5
(51) Cc1ccc(-c2ccc(C(=O)Nc3cccc(F)c3)o2)c2ccccc12
    -1.7	-0.9	-8.3	5.8	-27.8	8.0	7.0	-9.4
(52) N#CCc1c(C#N)c(N)nc(N2CCN(c3ccc(F)cc3)CC2)c1C#N
    -7.3	8.8	-0.4	3.5	-8.4	18.4	3.1	-1.2
(53) O=C(COC(=O)Cc1ccc2c(c1)OCCO2)Nc1ccc(S(=O)(=O)N2CCCC2)cc1
    1.2	2.7	-9.5	-4.3	8.3	5.4	9.0	6.8
(54) O=C(CN1C(=O)NC2(CCCCC2)C1=O)Oc1ccc2c(C(F)(F)F)cc(=O)oc2c1
    2.3	3.4	10.9	-7.2	8.1	0.5	-10.9	-12.3
(55) COc1cc(OC)cc(C(=O)N2CCC3(CC2)NCCc2[nH]cnc23)c1
    -6.1	-0.3	10.4	-5.3	6.9	-0.7	14.4	4.6
(56) O=C1C2(CCC13COC(c1ccc(O)cc1)OC3)COC(c1ccc(O)cc1)OC2 (centres undefined)
    1.4	6.7	19.7	4.0	5.1	-3.7	10.3	4.3
(57) Cc1ccc(Cl)cc1N(C(=O)c1csnn1)C(C(=O)NC1CCCC1)c1ccco1 (centres undefined)
    6.5	-0.3	-0.9	6.9	2.4	9.8	14.8	-0.3
(58) O=C(NCCCO)c1ccc(CSc2nc3ccccc3[nH]2)cc1
    -8.6	-0.3	-18.5	6.6	-0.6	4.0	0.1	2.0
(59) O=C(CSc1nnc([C@@H]2CCCN2)o1)c1ccc(Cl)cc1
    8.5	-16.6	-13.2	2.2	3.1	-7.1	-5.4	-42.6
(60) Cc1ccc(NC(=O)N2CCCC2C(=O)Nc2ccc(-n3cnnn3)c(C)c2)cc1 (centres undefined)
    1.6	-20.5	3.5	-6.3	6.2	-8.7	9.8	25.9

# Remaining list, next part:
# The line under a structure holds: SENP8 inh	Gli-Sufu antag	Jurkat NFkB inh	EBI2 antag	UBC13 polyUb	Apaf1 inhib	CCR6 antagonist	697 NFkB inh
(61) Cc1ccc(C)c(NC(=O)CN(C)C(=O)c2cc3ccccc3oc2=O)c1
    2.1	-7.2	-26.8	-3.1	2.7	7.9	11.0	-8.0
(62) CC(C)CCn1nnnc1C(c1ccccc1F)N1CCC(C(N)=O)CC1 (centres undefined)
    -4.8	0.0	-9.0	-0.6	-6.9	0.6	2.8	-5.5
(63) CCC(=O)Nc1nnc(SCCN2CCOCC2)s1
    -8.7	1.8	5.0	3.2	-18.3	4.4	-19.1	7.2
(64) Cc1ccc2c(c1)N(CC(=O)N1CCCC(C)C1)C(=O)CO2 (centres undefined)
    -9.0	22.6	-10.3	-7.4	-9.6	5.0	-3.7	-4.7
(65) Cc1ccc(C(=O)Oc2oc(-c3ccco3)nc2C=Nc2ccc(Cl)cc2)cc1
    25.9	-104.0	-142.9	1.1	1.4	3.6	23.7	-149.7
(66) O=[N+]([O-])c1ccc(N2CCN(CCOCCO)CC2)c([N+](=O)[O-])c1
    -10.3	-0.4	-10.7	7.1	-11.0	-7.7	15.8	1.2

# Retrieved one by one from above:
# The line under a structure holds: SENP8 inh	Gli-Sufu antag	Jurkat NFkB inh	EBI2 antag	UBC13 polyUb	Apaf1 inhib	CCR6 antagonist	697 NFkB inh
(45) CCNC(=S)N/N=C(\C)c1ccco1
    -7.7	-2.9	-6.4	-3.9	-7.7	6.2	1.0	-6.1
(27) Nc1ccc(C(=O)c2cccs2)cc1[N+](=O)[O-]
    -9.6	-15.4	-17.7	-5.9	-11.3	11.5	14.4	-5.0
(4) Cc1ccc(-n2nc3c(=O)n(CCCC(=O)NCc4ccccc4C)nc(C)c3c2C)cc1
    3.6	-0.6	19.3	5.7	-13.1	8.0	25.9	-10.3
(14) S=C(N/N=C/c1ccccc1Cl)Nc1ccccc1
    4.5	-29.4	-3.3	43.1*	6.4	7.3	32.0	-5.3
(37) CC12CCC(C(=O)N3CCN(Cc4ccccc4)CC3)(OC1=O)C2(C)C (centres undefined)
    0.0	-2.3	-5.1	-6.3	5.1	-10.0	4.8	-0.2
